Rev-erbA mod: modulates human Rev-erb alpha binding to DNA. P20393. Rev-erbα–FITC-DNA binding, fluorescence polarization, 90 min. activity, % at 10 µM. 370,000 compounds, 0.79% hits;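 active = activity above about 14%, limit read from the data; passing the limit was not always enough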;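 note: 0% = DMSO wells with 35 nM protein and 100% = DMSO wells with 750 nM protein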
PLC-gamma1 inh: PLC-gamma1 (human) inhibition, primary screen | 370,000 compounds, 0.84% hits | AID 720700 | inhibition, % at 12.2 µM | P19174 | purified PLC-gamma1, fluorogenic substrate, fluorescence; in the data active = inhibition above about 9.5%
DAX1 inh-1: inhibitors of DAX1 repression of SF-1 activated StAR promoter | HEK293T StAR-luciferase reporter, SF-1/DAX-1 repression relief | inhibition, % at 6.8 µM | 370,000 compounds, 1.1% hits | AID 652010;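 active = inhibition above the mean over all tested compounds plus 3 SD, cut at about 3.6% in these data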;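 note: 0% = DAX-1 cells with DMSO and 100% = cells lacking DAX-1 with DMSO; higher inhibition means more luminescence from relief of DAX-1 repression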
PLC-beta3 inh: PLC-beta3 (human) inhibition, primary screen. Purified PLC-beta3, fluorogenic substrate, fluorescence. inhibition, % at 12.2 µM. 370,000 compounds, 0.18% hits; in the data active = inhibition above about 11%;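 note: 0% = median of compound wells on plate and 100% = full blocker control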
Target sequence (Q01970 whole entry, looked up): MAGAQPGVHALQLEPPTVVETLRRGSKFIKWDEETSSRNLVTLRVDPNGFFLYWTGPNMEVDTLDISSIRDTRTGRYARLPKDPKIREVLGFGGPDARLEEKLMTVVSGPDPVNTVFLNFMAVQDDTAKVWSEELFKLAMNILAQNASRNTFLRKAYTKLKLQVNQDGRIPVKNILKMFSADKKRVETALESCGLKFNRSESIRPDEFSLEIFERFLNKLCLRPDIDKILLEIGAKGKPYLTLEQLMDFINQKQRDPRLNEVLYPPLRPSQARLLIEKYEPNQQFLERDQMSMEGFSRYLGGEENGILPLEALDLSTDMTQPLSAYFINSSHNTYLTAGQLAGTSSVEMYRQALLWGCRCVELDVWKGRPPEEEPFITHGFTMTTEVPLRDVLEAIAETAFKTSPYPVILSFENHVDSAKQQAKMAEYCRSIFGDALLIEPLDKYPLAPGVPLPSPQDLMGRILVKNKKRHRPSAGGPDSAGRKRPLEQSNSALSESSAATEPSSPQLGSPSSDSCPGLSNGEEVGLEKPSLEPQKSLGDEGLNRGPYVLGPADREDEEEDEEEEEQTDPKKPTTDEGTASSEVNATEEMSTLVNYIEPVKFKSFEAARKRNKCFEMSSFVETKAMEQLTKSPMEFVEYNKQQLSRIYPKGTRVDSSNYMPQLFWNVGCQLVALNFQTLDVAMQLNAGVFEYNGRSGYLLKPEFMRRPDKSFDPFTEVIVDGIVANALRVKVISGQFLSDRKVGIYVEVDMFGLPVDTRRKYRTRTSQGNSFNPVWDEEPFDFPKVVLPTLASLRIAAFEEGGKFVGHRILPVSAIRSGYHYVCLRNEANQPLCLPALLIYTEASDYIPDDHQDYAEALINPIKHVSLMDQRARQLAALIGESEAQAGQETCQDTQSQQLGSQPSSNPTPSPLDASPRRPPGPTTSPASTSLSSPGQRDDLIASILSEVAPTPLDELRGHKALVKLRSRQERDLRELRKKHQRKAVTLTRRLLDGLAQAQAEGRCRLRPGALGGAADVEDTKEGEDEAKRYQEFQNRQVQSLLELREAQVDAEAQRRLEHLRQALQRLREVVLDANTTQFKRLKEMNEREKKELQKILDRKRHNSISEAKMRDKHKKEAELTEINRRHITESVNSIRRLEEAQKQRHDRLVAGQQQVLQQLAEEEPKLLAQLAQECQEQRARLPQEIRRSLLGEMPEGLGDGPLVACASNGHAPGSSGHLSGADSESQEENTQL
SMARCA2 activ: SMARCA2 function activation, primary screen; MG213 cells, MMTV-luciferase reporter, dexamethasone, overnight; activation, % at 9.1 µM; 370,000 compounds, 1% hits; AID 652017; in the data active = activation above about 7.8%;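 note: 0% = vehicle wells and 100% = reference activator wells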
MBD2 inh: inhibitors of human MBD2 binding to methylated oligonucleotide | Q9UBB5 | TR-FRET | inhibition, % at 4.4 µM | 370,000 compounds, 0.31% hits; in the data active = inhibition above about 13%
ssDAF12 agonist: S. stercoralis DAF-12 activation, primary screen; HEK293 ssDAF-12/GRIP1 lit1-tk-luc reporter, luminescence; % of 3 µM dafachronic acid response; activation, % at 6.8 µM; 370,000 compounds, 1% hits; AID 652126;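 active = activation above the mean over all tested compounds plus 3 SD, cut at about 0.9% in these data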;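 note: 0% = DMSO-only wells and 100% = 3 µM delta7-dafachronic acid wells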
DAX1 inh-2: NR0B1 (DAX1) inhibition; P51843; HEK293 Gal4-DAX1 luciferase reporter, luminescence; inhibition, % at 6.75 µM; 340,000 compounds, 0.99% hits; AID 504766;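 active = inhibition above the mean over all tested compounds plus 3 SD, cut at about 4.2% in these data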;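 note: 0% = DAX1-transfected cells with DMSO and 100% = empty-vector control cells with DMSO; inhibition shows as a rise in luminescence from relieved DAX1 repression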
ADAM17 inh: inhibitors of human ADAM17; inhibition, % at 6.95 µM; 370,000 compounds, 0.83% hits; AID 720648; recombinant ADAM17, EDANS/DABCYL FRET peptide cleavage;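 active = inhibition above the mean of compounds lying between control limits plus 3 SD, set per campaign, cut at about 8.5% in these data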;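 note: 0% = DMSO-only wells as the low control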
hcDAF12 agonist: activators of H. contortus DAF-12 nuclear receptor; HEK293 hcDAF-12 lit1-tk-luc reporter, luminescence; 0% DMSO, 100% Δ7-dafachronic acid; activation, % at 6.8 µM; 370,000 compounds, 1.4% hits; AID 652067;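 active = activation above the mean of all tested compounds plus 3 SD, cut at about 5.5% in these data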;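 note: 100% = response to 3 µM Δ7-dafachronic acid high control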
hgDAF-12 ag: agonists of H. glycines DAF-12 nuclear receptor; 370,000 compounds, 1.8% hits; HEK293 GAL4-hgDAF12 UAS-luciferase reporter, agonist luminescence; normalized to butyrate control; AID 687014; activation, % at 6.8 µM;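 active = activation above a cutoff set at the mean of all screened compounds plus 3 SD, cut at about 10% in these data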;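 note: 0% = DMSO wells and 100% = sodium butyrate wells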
* hit, by the source's call; i = inactive; . = no result given.

SMILES	Rev-erbA mod	PLC-gamma1 inh	DAX1 inh-1	PLC-beta3 inh	SMARCA2 activ	MBD2 inh	ssDAF12 agonist	DAX1 inh-2	ADAM17 inh	hcDAF12 agonist	hgDAF-12 ag
COc1ccc(S(=O)(=O)N2c3ccccc3OCC2CC(=O)O)cc1 (stereo not drawn)	-4	0	-0.3	-8	0	0	-1.2	1.1	-5	1.3	0.3
O=C(Cn1ncc2c([nH]c3ccccc32)c1=O)N1CCOCC1	-3	2	-0.7	2	2	1	-0.9	-0.1	-7	1.7	2.8
O=C(NCc1ccco1)c1ccc(-c2cccc(Cl)c2)o1	3	-3	0.7	-8	9.6*	0	-0.7	0.0	-2	0.8	4.0
Cc1cc(C)nc(SCC(=O)N/N=C/c2cccn2-c2cccc(C(F)(F)F)c2)n1	2	-1	-0.8	-10	-4	3	-1.5	0.8	-3	-1.0	-2.2
CCOC(=O)c1c(-c2ccccc2Cl)csc1NC(=O)CSc1nc(C)cc(=O)[nH]1	8	-4	-0.4	-4	0	-3	-1.7	0.0	4	0.6	-5.5
COc1cccc(OC)c1C(=O)Nc1sc2c(c1C(N)=O)CCN(Cc1ccccc1)C2	-12	-115	-1.1	-122	-1	-1	-1.6	0.0	-28	-0.9	3.5
Cc1ccc(CN2CC(C(=O)Nc3ccccc3N3CCCC3)CC2=O)cc1 (stereo not drawn)	2	6	-0.6	-10	2	2	-0.9	0.1	-11	1.5	-2.1
CCn1c(O)c(C(C#N)=C2N=c3ccccc3=N2)c2ccccc21	1	3	0.3	4	0	-2	-0.8	1.1	3	1.6	0.7
COc1ccc(S(=O)(=O)N2CCN(C(=O)[C@@H]3CCCN3C(=O)c3cccs3)CC2)cc1	5	0	-1.2	-5	-2	-2	-0.9	1.8	-2	-1.2	-1.4
Cc1ccc(C(=O)NC(C)c2ccccc2)cc1S(=O)(=O)N1CCOCC1 (stereo not drawn)	1	2	-0.7	-5	2	-2	-1.0	0.2	-2	-1.7	-0.5
COc1ccc(-n2nnnc2SCC(=O)Nc2ccccc2N2CCOCC2)cc1	0	2	0.5	0	3	-1	-1.5	1.4	-3	-2.0	1.0
O=C1CCCC(O)=C1C=NCCc1ccccc1	-2	2	0.0	1	0	-3	-1.0	-0.1	0	2.7	-0.4
CCN1/C(=C2/SC(=S)N(C)C2=O)C=Cc2cc(C)ccc21	2	4	-0.1	-1	-2	-7	-0.8	0.2	1	-2.1	2.8
O[Si](CCCN1CCCCC1)(c1ccc(F)cc1)C1CCCCC1 (stereo not drawn)	7	1	0.6	4	-3	5	-0.9	0.1	-5	-0.1	-0.6
CC1CN(C2=Nc3cccc4cccc2c34)CC(C)O1 (stereo not drawn)	0	-354	0.6	i	-3	-8	-1.4	1.2	-22	-0.9	-1.9

Shown in markdown: 2 of the compounds above.
| canonical_smiles | Rev-erbA mod | PLC-gamma1 inh | DAX1 inh-1 | PLC-beta3 inh | SMARCA2 activ | MBD2 inh | ssDAF12 agonist | DAX1 inh-2 | ADAM17 inh | hcDAF12 agonist | hgDAF-12 ag |
| --- | --- | --- | --- | --- | --- | --- | --- | --- | --- | --- | --- |
| O[Si](CCCN1CCCCC1)(c1ccc(F)cc1)C1CCCCC1 (stereo not drawn) | 7 | 1 | 0.6 | 4 | -3 | 5 | -0.9 | 0.1 | -5 | -0.1 | -0.6 |
| CC1CN(C2=Nc3cccc4cccc2c34)CC(C)O1 (stereo not drawn) | 0 | -354 | 0.6 | i | -3 | -8 | -1.4 | 1.2 | -22 | -0.9 | -1.9 |

(list continues)
SMILES	Rev-erbA mod	PLC-gamma1 inh	DAX1 inh-1	PLC-beta3 inh	SMARCA2 activ	MBD2 inh	ssDAF12 agonist	DAX1 inh-2	ADAM17 inh	hcDAF12 agonist	hgDAF-12 ag
Cc1ccc(S(=O)(=O)CCC(=O)Nc2ccc(F)cc2)cc1	-2	1	0.0	2	-2	-1	-1.4	0.3	-3	-0.9	0.0
O=[N+]([O-])c1ccccc1/C=C/C=Nn1c(-c2ccc(F)cc2)n[nH]c1=S	4	5	-0.3	-113	6	2	0.1	.	4	6.6*	3.2
CCOc1ccc(NC(=O)c2nnn(CC(=O)Nc3ccccc3OC)c2N)cc1	2	0	-0.8	2	-1	-3	-0.6	-0.9	-13	0.2	5.8
Cc1ccn2cc(-c3cccc(S(=O)(=O)N4CCCCC4)c3)nc2c1	-1	-33	-0.1	-61	0	1	-1.6	-0.7	-7	-2.9	1.3
O=C(Nc1ccc[n+](CC(=O)c2cccc3ccccc23)c1)c1ccccc1	-7	-11	-0.6	-13	-2	-4	-1.5	-1.4	3	0.6	-1.1
COc1cnc(-c2ccccn2)nc1Oc1ccc(Cl)cc1	-1	1	-1.6	2	-3	-3	-1.9	-2.0	-1	-2.2	-0.9
CC1CN(Cc2cnc(Cl)s2)CC(C)O1 (stereo not drawn)	4	2	-0.7	-3	4	-3	-1.2	2.5	-1	-1.2	0.2
CCCn1nnc(NC(=O)Cc2ccccc2)n1	0	9	0.3	4	2	-5	-0.1	0.7	2	-0.3	1.5
CCCOc1ccc(C2C3=C(CCCC3=O)N(CC(=O)O)C3=C2C(=O)CCC3)cc1OCC	6	-9	0.3	-16	0	0	-1.6	3.1	0	0.5	-2.9
COc1cc(=O)[nH]c(=O)n1CC(=O)c1ccccc1	2	-3	0.1	-4	1	-2	-0.9	0.4	2	-1.7	-1.1
Cc1ccc(NC2CCCN(C(=O)c3cnsn3)C2)cc1C (stereo not drawn)	1	0	0.9	-3	-3	-1	-1.2	0.1	-4	-0.5	-1.9
C=CCOc1ccccc1CN(C(=O)CCl)c1ccc2c(c1)OCO2	-4	-2	-0.8	-9	-8	1	0.2	-0.2	-2	3.9	2.1
C=C(C)Cn1c(CCNC(=O)C(C)C)nc2ccccc21	-6	2	-0.7	6	-6	5	-0.9	-0.3	-1	-1.4	-0.2
COc1cccc(C(=O)Nc2cc(C(=O)NCCc3ccccc3)ccc2Cl)c1	7	-3	1.3	-2	2	-2	-1.5	-1.1	-3	-0.1	5.5
COc1ccc(N(CC(=O)NC2CCCC2)C(=O)Cn2nnc(-c3ccc(OC)c(OC)c3)n2)cc1	-2	1	-0.7	2	-4	-2	-1.9	-0.8	2	-0.7	1.2
Cc1ccnc(N/N=C/c2ccco2)n1	-3	2	1.4	0	0	-3	-1.2	2.8	0	2.9	4.8
Cc1ccc(N2C(=O)C3C4C=CC(CNC(=S)Nc5cccc(Cl)c5)(O4)C3C2=O)cc1 (stereo not drawn)	2	1	-0.1	-3	1	-1	-1.5	0.9	2	-3.3	-3.0
COc1ccc(NC(=O)COC(=O)c2c(-c3ccccc3)noc2C)cc1	7	1	-2.8	2	-2	-5	-1.4	-0.8	-2	-2.2	-1.1
CCCc1nnc(-c2cc(OC)c(OC)c(OC)c2)o1	-2	-2	0.0	0	-3	-1	-1.5	-1.1	-4	-1.2	-2.1
C[C@@H]1CN([C@H](C)CO)C(=O)c2cc(NC(=O)Nc3ccc(C(F)(F)F)cc3)ccc2O[C@H]1CN(C)S(=O)(=O)c1ccc(Cl)cc1	1	1	-1.5	0	-1	4	-1.2	1.4	8	-0.8	1.1
COc1cccc(C(=O)Nc2nc(-c3ccc4c(c3)OCO4)cs2)c1	6	-24	1.8	-36	-4	1	-2.0	0.2	3	0.2	-0.7
C=CCOc1ccccc1NC(=O)CN1C(=O)CNC1=O	-1	3	0.0	-6	-2	2	-0.7	4.5*	-1	-0.3	-0.9
CCn1c(SCC(=O)Nc2nncs2)nnc1C(C)NC(=O)c1ccccc1Br (stereo not drawn)	-1	5	-0.5	-1	3	-4	-1.5	1.7	0	-0.5	0.1
CC1Sc2ccc(S(=O)(=O)CCC(=O)NCc3cccs3)cc2NC1=O (stereo not drawn)	-4	-2	-2.2	-6	-1	1	-1.1	0.1	-3	-2.2	1.5
CC(OC(=O)c1cccc(S(=O)(=O)Nc2cccc(C(F)(F)F)c2)c1)C(=O)Nc1ccc2c(c1)OCCO2 (stereo not drawn)	5	0	-0.4	2	-2	-2	-1.5	-0.9	9.2*	-0.7	2.5
CCCC[C@H]1C2CC(OC(=O)Nc3cccc(C#N)c3)C(C2)[C@H]2CCCCN21 (stereo partly drawn)	-5	-1	0.4	-4	-1	0	-0.4	.	-3	-2.3	-0.1
CCOC(=O)N1CCN(C(=O)c2ccc(NS(=O)(=O)c3ccc(F)cc3)cc2)CC1	-2	0	-1.4	-7	-3	1	-1.5	0.1	-1	-1.3	-2.6
COc1cccc(/C=C/C(=O)OCC(=O)NCCNC(=O)COC(=O)/C=C/c2cccc(OC)c2)c1	-1	-5	2.2	-20	-2	-3	-1.1	0.1	-1	-1.9	0.8
CCCc1ccc(Oc2coc3cc(OCC(=O)Nc4ccccc4C)ccc3c2=O)cc1	7	2	-0.4	1	0	2	-1.1	-0.9	1	0.8	3.2
Cc1ccc(-c2nc(CSCC(=O)N3CCN(c4ccccn4)CC3)c(C)o2)cc1	5	1	-3.2	2	-3	0	-1.8	-6.4	1	-5.2	-1.6
COc1cccc(C(=O)N2CCN(Cc3nc(CC4CC4)no3)CC2)c1	-4	1	0.2	-9	-3	-4	-1.3	-0.9	-6	1.7	-1.0
C(=C\c1ccco1)/c1ccc2ccccc2n1	-11	-43	0.7	-61	-1	7	0.2	.	-8	7.3*	2.2
CCCCOC(=O)Nc1nnc(C(C)C)s1	-4	3	2.4	3	8.0*	8	-0.8	5.7*	-2	2.7	11*
O=C(Cn1nnc(-c2ccccc2F)n1)N1CCCCC1	-8	-2	0.3	-6	2	2	0.1	2.6	-4	3.7	8.2
COc1ccc(CCNc2ccncn2)cc1OC	0	0	-1.0	0	-3	-1	-1.5	-1.5	-6	-0.8	-1.6
CCOC(=O)c1ccc(NS(=O)(=O)c2ccc3[nH]c(=O)[nH]c3c2)cc1	7	10*	-0.1	3	4	2	-0.8	0.3	1	2.0	0.0
Cc1oc(-c2ccccc2)cc1C(=O)Nc1ccccc1	2	1	-0.4	-1	-4	-2	-1.1	-1.5	2	1.5	4.9
CC(OC(=O)Cc1c[nH]c2ccccc12)C(=O)Nc1ccc(S(N)(=O)=O)cc1 (stereo not drawn)	12	0	-0.2	-8	-1	3	-0.3	1.5	-1	3.2	1.1
Nc1nc2nonc2nc1N1CCCCC1	-2	3	0.1	2	1	5	-0.6	1.2	0	-2.3	0.4
O=C(CCN1C(=O)c2ccccc2C1=O)C1=NN[C@@H]2C(=O)N(c3ccc4c(c3)OCO4)C(=O)[C@H]12	7	6	0.2	2	-3	-2	-1.3	.	2	1.9	-0.5
CCOC(=O)C(C(=O)Nc1nccs1)C1CCCCC1 (stereo not drawn)	4	0	0.6	0	-5	0	-1.8	2.1	-3	0.2	0.7
COc1ccc(S(=O)(=O)NCC2CCC(C(=O)NCc3ccco3)CC2)cc1 (stereo not drawn)	1	4	-0.4	7	2	5	-0.8	-0.5	-1	-1.0	0.9
Cc1nc(NC(=O)c2ccco2)sc1-c1csc(Nc2ccc(Cl)cc2Cl)n1	4	-134	-0.4	-189	2	0	-1.3	-0.7	-5	-1.2	-0.1
CCN(CC)S(=O)(=O)c1cccc(NC(=O)CN(C)Cc2cccc(OC)c2)c1	-2	-1	-0.9	4	-1	2	-1.9	-2.3	0	-2.6	-4.2
O=C(CNC(=O)c1ccccc1)NCCc1nc2ccccc2[nH]1	-6	-3	0.1	3	0	4	-1.2	1.2	-6	-0.6	0.2

High-throughput results (PubChem BioAssay)
